NOD1 NF-kB reporter: NOD1 signaling inhibitors, primary screen, cell-based, luminescence, uHTS (AID 1578); 1% of 290,000 active; NOD1-driven NF-kB luciferase reporter cells, luminescence; higher % means a stronger effect; one-dose inhibition, % at 4 µM; EC50 in µM for titrated hits; in the data active = inhibition mostly above about 36%, no sharp cut-off; inactive = mostly below about 34%;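 note: HEK-293T reporter cells stimulated with the NOD1 agonist gamma-tri-DAP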
Dengue-2 NS5 capping: Dengue-2 NS5 methyltransferase inhibitors, primary screen, biochemical, confirmation dose response (AID 588689); Genome polyprotein (Dengue virus type 2 (strain 16681-PDK53)); Dengue-2 NS5 methyltransferase capping enzyme assay, biochemical; higher % means a stronger effect; one-dose inhibition, % at 25 µM; IC50 in µM for titrated hits; 0.3% of 340,000 active; in the data active = a potency from the dose series; inconclusive = inhibition above about 29% without an active follow-up result
GPR55 LPI antagonism: GPR55 antagonists blocking LPI-driven arrestin recruitment, primary screen, imaging, U2OS, beta-arrestin-GFP, LPI agonist (AID 2013); G-protein coupled receptor 55 (Homo sapiens); U2OS GPR55 beta-arrestin-GFP translocation imaging, LPI antagonism; higher % means a stronger effect; inhibition, % at 10 µM, or IC50 in µM where a hit was titrated; 0.13% of 290,000 active;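 active = spots per cell inhibited over 60%, with over 100 cells counted and total cytoplasm intensity under 500,000; inconclusive = wells with under 100 cells, flagged as likely toxic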;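 note: U2OS cells stably carrying GPR55 and arrestin-GFP stimulated by 5 µM LPI near EC80; imaged beta-arrestin-GFP aggregate spots per cell after agonist stimulation; plate controls were LPI-stimulated DMSO wells for no effect and DMSO wells without LPI for full effect; some results filed as inactive read as strong as hits; confirmed hits need IC50 under 10 µM and bright autofluorescent wells are also inconclusive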
GPR35 arrestin U2OS: GPR35 antagonists blocking zaprinast-driven arrestin recruitment, primary screen, imaging, U2OS, beta-arrestin-GFP, zaprinast agonist (AID 2058); U2OS GPR35 beta-arrestin-GFP translocation imaging, zaprinast antagonism; higher % means a stronger effect; one-dose inhibition, % at 10 µM; IC50 in µM for titrated hits; 0.052% of 290,000 active;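 active = inhibition of at least 50% with at least 30 cells and total cytoplasm GFP at most 10,000,000; inconclusive = under 30 cells or total GFP of 10,000,000 plus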
KOR beta-arrestin-1: KOR antagonists, beta-arrestin recruitment, cell-based, luminescence, uHTS (AID 1778); 0.091% of 290,000 active; Kappa-type opioid receptor (Homo sapiens); KOR beta-arrestin recruitment, luminescence, antagonist mode; higher % means a stronger effect; inhibition, % at 10 µM; hits with a dose series show IC50 in µM; in the data active = inhibition above about 50%; note: strong numbers were not always called active
HIV peptide binding: inhibitors of HIV fusion peptide binding, primary screen, biochemical, uHTS, fluorescence dequenching (AID 1986). cell-free peptide binding, fluorescence dequenching, 30 min; higher % means a stronger effect. inhibition, % at 20 µM, or IC50 in µM where a hit was titrated. 0.3% of 290,000 active; in the data active = inhibition mostly above about 52%, no sharp cut-off; inactive = mostly below about 76%; note: some results filed as inactive read as strong as hits
GPR55 beta-arrestin: GPR55 agonists via beta-arrestin recruitment, primary screen, imaging, U2OS cells, beta-arrestin-GFP redistribution (AID 1961); one-dose activation, % at 10 µM; EC50 in µM for titrated hits; G-protein coupled receptor 55 (Homo sapiens); 0.048% of 290,000 active; U2OS GPR55 beta-arrestin-GFP redistribution imaging; higher % means a stronger effect;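 active = activation above 40% with more than 50 cells counted in the well; inconclusive = wells holding fewer than 50 cells, flagged as toxic or sparse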;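 note: U2OS osteosarcoma cells stably expressing GPR55 and beta-arrestin-GFP; plate controls were DMSO negative control for no effect and LPI positive control for full effect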
KOR beta-arrestin-2: KOR agonists, beta-arrestin recruitment, primary screen, cell-based, luminescence, uHTS (AID 1777); KOR beta-arrestin recruitment, luminescence; higher % means a stronger effect; activation, % at 10 µM; hits with a dose series show EC50 in µM; 0.02% of 280,000 active; in the data active = activation above about 50%, passing the limit was not always enough; note: a part of the inactive calls stands beside numbers as strong as those of hits
West Nile virus CPE: West Nile virus antiviral activity, cell-based, CPE readout (AID 1621) | West Nile virus-infected cells, CPE inhibition; higher % means a stronger effect | CPE inhibition, % at 10 µM; hits with a dose series show IC50 in µM | 0.02% of 290,000 active; in the data active = a potency from the dose series; inconclusive = CPE inhibition mostly from about 3.7% at the one dose, without a potency; inactive = the rest, 99 in 100 with CPE inhibition below about 2.2%; note: strong numbers were not always called active
Dengue-2 NS5 capping pilot replicate: second read-out of Dengue-2 NS5 capping, no call of its own (marks repeat the call); inhibition, %; measured here: pilot screen replicate inhibition
* = called active by the depositor; ? = inconclusive; . = no result given; [ ] = remark or other dose.

Start of the data: the first six entries (preview)
SMILES	NOD1 NF-kB reporter	Dengue-2 NS5 capping	GPR55 LPI antagonism	GPR35 arrestin U2OS	KOR beta-arrestin-1	HIV peptide binding	GPR55 beta-arrestin	KOR beta-arrestin-2	West Nile virus CPE	others
CC(C)Oc1ccc(C(=O)Nc2ccc([N+](=O)[O-])cc2)cc1	4%	3%	9%	17%	-1%	-0.9%	-0.8%	-2.8%	1.0%
CCCCCCCCCCNC(=O)C(=O)Nc1ccccn1	3%	-5%	4%	2%	-16%	-3.5%	-0.1%	5.3%	0.0%
COc1ccc(N2CCN(CCCn3c(=S)[nH]c4ncccc4c3=O)CC2)cc1	-30%	-4%	-4%	2%	-32%	-0.3%	-0.1%	1.2%	-0.7%	Dengue-2 NS5 capping pilot replicate=2.7
CC1CN(C(=O)C2CC2)C(C)CN1C(=O)C1CC1 (centres undefined)	0%	-4%	-12%	2%	10%	-1.0%	-0.4%	0.5%	0.3%
CCCCC(=O)NC(=S)Nc1cc(C(=O)O)ccc1Cl	21%	-5%	5%	-2%	9%	4.7%	-0.3%	-0.6%	0.7%
Cc1oc(-c2ccc(-c3ccccc3)cc2)nc1CN1CCN(CC(=O)N(C)C)CC1	-44%	-1%	-3%	13%	-33%[20 µM]	0.8%	-0.1%	.	-1.5%

The whole of this part, from the first entry:
SMILES	NOD1 NF-kB reporter	Dengue-2 NS5 capping	GPR55 LPI antagonism	GPR35 arrestin U2OS	KOR beta-arrestin-1	HIV peptide binding	GPR55 beta-arrestin	KOR beta-arrestin-2	West Nile virus CPE	others
CC(C)Oc1ccc(C(=O)Nc2ccc([N+](=O)[O-])cc2)cc1	4%	3%	9%	17%	-1%	-0.9%	-0.8%	-2.8%	1.0%
CCCCCCCCCCNC(=O)C(=O)Nc1ccccn1	3%	-5%	4%	2%	-16%	-3.5%	-0.1%	5.3%	0.0%
COc1ccc(N2CCN(CCCn3c(=S)[nH]c4ncccc4c3=O)CC2)cc1	-30%	-4%	-4%	2%	-32%	-0.3%	-0.1%	1.2%	-0.7%	Dengue-2 NS5 capping pilot replicate=2.7
CC1CN(C(=O)C2CC2)C(C)CN1C(=O)C1CC1 (centres undefined)	0%	-4%	-12%	2%	10%	-1.0%	-0.4%	0.5%	0.3%
CCCCC(=O)NC(=S)Nc1cc(C(=O)O)ccc1Cl	21%	-5%	5%	-2%	9%	4.7%	-0.3%	-0.6%	0.7%
Cc1oc(-c2ccc(-c3ccccc3)cc2)nc1CN1CCN(CC(=O)N(C)C)CC1	-44%	-1%	-3%	13%	-33%[20 µM]	0.8%	-0.1%	.	-1.5%
CC(C)c1nn(-c2cc(C(F)(F)F)ccn2)c(=O)o1	7%	-5%	11%	-4%	-9%	-1.2%	0.3%	-2.5%	0.3%
N#Cc1c(C(F)(F)F)cc(-c2ccccc2)nc1SCC(=O)Nc1sc2c(c1C#N)CCC2	-5%	-3%	10%	-2%	-14%	25%	0.2%	11%	-0.4%
COc1cc(C2=NOC(C(=O)Nc3cccnc3)C2)cc(OC)c1OC (centres undefined)	-29%	-5%	-4%	-16%	22%	1.9%	-1.0%	-6.1%	-0.5%
COc1cc(NC(=O)[C@@H](NC(=O)c2ccco2)C(C)C)c(OC)cc1NC(=O)c1ccccc1	-27%	-3%	-4%	4%	3%	-1.2%	-0.6%	-0.4%	-0.3%
Cc1c(SCCO)c(=O)[nH]c2cc3c(cc12)OCO3	-8%	0%	2%	-3%	-16%	-0.8%	0.0%	-1.4%	-0.1%
CCOC(=O)c1[nH]c2ccc(OC)cc2c1NC(=S)N1CCN(c2ccc(F)cc2)CC1	-17%	-4%	1%	-5%	29%	-3.5%	-0.2%	-3.9%	.
Cc1cc(NC2C3CC4CC(C3)CC2C4)n2ncnc2n1 (centres undefined)	23%	-2%	6%	-18%	11%	-3.1%	-0.1%	-2.8%	-0.3%
CCOC(=O)C1=NOC(CNC(=O)c2c(-c3ccccc3Cl)noc2C)C1 (centres undefined)	-31%	-11%	4%	20%	-3%	0.6%	-0.3%	-2.6%	0.4%
CCCNC(=S)NC1CCCC1	-10%	-5%	2%	3%	-13%	-1.2%	-0.1%	4.0%	-0.4%
C/C=C/c1ccc(OC(C)=O)c(OC)c1	-39%	-11%	8%	-7%	15%	2.4%	0.6%	0.4%	0.3%
COc1ccc(NC(=O)C2CCC(CNc3c(N4CCOCC4)c(=O)c3=O)CC2)cc1Cl (centres undefined)	-8%	-13%	4%	-7%	6%	-2.7%	0.0%	-0.5%	0.3%
CC(C)[C@H](NC(=O)c1ccccc1)C(=O)OCc1nnc(-c2ccccc2)o1	-30%	.	11%	4%	5%	-1.2%	0.5%	-3.1%	-0.5%
COc1ccc(CC(NC(C)=O)C(=O)NC2CCN(C(=O)c3cc(OC)c(OC)c(OC)c3)CC2)cc1 (centres undefined)	-1%	3%	0%	2%	-9%	-0.5%	0.4%	2.6%	0.3%
Cc1ccc(CNC(=O)c2ccc3c(=O)n4c(-c5ccc(C)cc5)csc4nc3c2)cc1	-12%	-9%	1%	11%	-9%	-0.6%	-0.1%	1.1%	?
COc1cc(CC(=O)N/N=C/c2ccc([N+](=O)[O-])cc2)c([N+](=O)[O-])cc1OC	-20%	15%	13%	2%	11%	-2.4%	0.5%	-3.5%	-0.2%
Cc1cccc(Cc2nnc(CCC(=O)NCc3cn4ccccc4n3)o2)c1	8%	-5%	-7%	10%	10%[20 µM]	-1.0%	0.0%	1.4%	0.1%
Cc1cc(OCC(=O)N(Cc2ccco2)C2CCS(=O)(=O)C2)cc(C)c1Cl (centres undefined)	-4%	.	6%	1%	19%	-1.6%	-0.1%	-0.2%	-0.2%
CN1C(=S)SC(N(O)C(=O)Nc2ccc(Cl)c(Cl)c2)C1(C)C (centres undefined)	-30%	1%	12%	-3%	16%	-2.0%	-0.2%	2.3%	-0.8%
CC(C)c1ccc(NC2CCCN(C(=O)c3ccc(N4CCOCC4)cc3)C2)cc1 (centres undefined)	-4%	-6%	2%	-1%	20%	-2.6%	0.3%	1.4%	-0.8%
CC1CCN(S(=O)(=O)c2cc(Br)cc(C(=O)NC3=NCCS3)c2)CC1	7%	-8%	-2%	-2%	2%	-2.3%	0.1%	6.7%	-0.4%	Dengue-2 NS5 capping pilot replicate=-1.2
COC(=O)Cc1ccc(NC(=S)N2CCN(C(=O)C3CCCO3)CC2)cc1 (centres undefined)	-22%	-7%	18%	3%	13%	-0.8%	-0.1%	-7.1%	-0.3%
COC(=O)c1ccncc1N	-1%	-2%	2%	0%	-12%	-0.3%	0.1%	-4.9%	-0.2%
COc1ccc(Nc2ccc([N+](=O)[O-])cn2)cc1	-5%	-2%	-7%	10%	12%[20 µM]	-1.8%	0.0%	-7.9%	0.0%
c1cc2c(cc1Oc1nc(N3CCOCC3)nc(N3CCOCC3)n1)OCO2	-14%	-1%	10%	6%	9%	-0.9%	-0.2%	0.0%	0.5%
O=C(c1ccccc1)[C@@H]1[C@@H](C(=O)c2ccc(F)cc2)[C@@]2(C(=O)Nc3ccccc32)[C@H]2c3ccccc3C=CN12	-16%	-2%	-6%	13%	3%	11%	-0.2%	-3.4%	-0.3%
COc1ccc(Cc2nc(C(=O)Nc3ccc(OC)cc3)cs2)cc1	34%	-1%	6%	-7%	-9%	-0.5%	-0.1%	-0.8%	0.1%
Cc1onc(-c2ccccc2Cl)c1C(=O)Nc1nnc(-c2ccc(Cl)cc2Cl)s1	41%	-3%	2%	1%	15%	12%	0.2%	-2.6%	-0.1%
CC(SCc1ccccc1)C(=O)Nc1ccccc1-c1ccccc1 (centres undefined)	24%	1%	2%	14%	20%	3.1%	-0.2%	2.5%	-0.6%
CC(C)(C)c1ccc(C(=O)NCCC(=O)N2CCC3(CC2)NCCc2[nH]cnc23)cc1	-11%	-7%	8%	-11%	-18%	-0.6%	-0.1%	-2.9%	-0.1%
O=C(CSCc1ccccc1Cl)NN=C1CCCCCC1	-20%	-19%	9%	20%	18%	0.6%	-0.4%	-2.3%	-0.1%
CCC(C)NC(=O)C1CCN(C(=O)N(C)C)CC1 (centres undefined)	-18%	-3%	-18%	12%	-29%	-2.2%	-0.1%	1.2%	-0.1%
CCOC(=O)C(C(=O)NCCCN1CCOCC1)C1CCCCC1 (centres undefined)	-1%	2%	15%	-20%	23%	-2.4%	-0.5%	-3.0%	0.2%
CCS(=O)(=O)N1CCN(C(=O)CC(C)C)CC1	-8%	0%	6%	-7%	11%	-0.7%	0.3%	2.0%	-0.2%
COC(=O)CSc1nnc(CCc2ccccc2)n1C	-2%	10%	-3%	10%	2%	-0.5%	-0.1%	6.1%	0.6%
COc1ccc2[nH]c(CN3CCC(CO)(CCOc4ccccc4)CC3)c(C)c2c1	5%	-19%	6%	1%	-54%[20 µM]	1.1%	-0.1%	.	-1.3%
COc1cc(C(=O)N2CCN(S(=O)(=O)c3cccs3)CC2)cc(OC)c1C	-16%	-11%	8%	4%	3%	-1.6%	0.0%	-6.2%	-1.4%
CCc1ccc(NC(=O)CSc2nnc(C)c(=O)n2N)cc1	-21%	3%	9%	-2%	6%	-0.6%	0.3%	1.0%	0.2%
Cc1ccc(OCCOc2ccc(Br)cc2)c([N+](=O)[O-])n1	-52%	-1%	-11%	1%	10%	-1.0%	-0.3%	1.8%	-1.2%

Screening results as filed in PubChem BioAssay.

The list is partial (hit frequency here may not be typical).
